From PubChem BioAssay
APOBEC3G inh = APOBEC3G (human) deaminase inhibition | Q9HC16 | recombinant A3G, ssDNA deamination FAM/TAMRA fluorescence | inhibition, % at 20 µM | 330,000 tested, 0.28% active;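 active = inhibition of at least 40% at 20 µM, with no more than 30% in the related APOBEC3A deaminase screen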;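 also: plate controls were DMSO wells with A3G for no effect and wells lacking A3G enzyme for full effect; some compounds called inactive have numbers as strong as hits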
mIAP inh = blocks mouse intestinal alkaline phosphatase. 330,000 tested, 0.2% active. inhibition, % at 10 µM. purified mouse IAP, CDP-Star luminescence, 30 min. AID 2806;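 active = inhibition of at least 40% at 10 µM in the primary screen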;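 also: plate controls were DMSO with enzyme for no effect and no enzyme wells for full effect; values of inactives mirror those of a sister screen read the other way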
APOBEC3A inh = blocks human APOBEC3A ssDNA deamination | P31941 | recombinant A3A, FAM/TAMRA ssDNA deamination fluorescence | inhibition, % at 20 µM | 330,000 tested, 0.41% active;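 active = at least 40% inhibition at 20 µM here, with at most 30% in a related deaminase screen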;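 also: plate controls were A3A with DMSO for no effect and wells lacking A3A enzyme for full effect; some results filed as inactive read as strong as hits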
beta cell repl = MIN6 beta-cell proliferation induction; MIN6 cells proliferation, ATPlite luminescence, 48 h; cells starved in 0.2% serum; 100% = growth in 10% serum; proliferation, % at 10 µM; 330,000 tested, 0.29% active; AID 2380;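 active = compounds whose signal lies at least 3.5 SD above the mean of all wells on their plate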;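 also: 0% = DMSO-treated cells in low-serum medium and 100% = 10% serum control; some compounds called inactive have numbers as strong as hits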
mIAP act = mouse IAP activation; 330,000 tested, 0.24% active; activation factor at 10 µM; muIAP, CDP-Star luminescence, 30 min; hits give high values; 1 = vehicle-only enzyme signal, 0 = enzyme-free wells;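 active = activation factor of at least 2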; also: the source names both 10 and 20 µM as test concentration; values of inactives mirror those of a sister screen read the other way
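Assay system: mouse IAP enzyme / Compound: DMSO-dissolved test compounds / Timing: 30 min, room temperature / Measured by: luminescence from enzymatic CDP-Star hydrolysis / Control set: DMSO-only wells, enzyme-free buffer wells as negative control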
ATG4B inhibitor = blocks human ATG4B protease cleavage of LC3 substrate; Q9Y4P1; ATG4B cleavage of LC3-PLA2, NBD-HPC fluorescence, 1 h; inhibition, % at 8.33 µM; 340,000 tested, 0.51% active; in the data active = inhibition above about 40%
Target sequence (Q9Y4P1 whole entry, looked up): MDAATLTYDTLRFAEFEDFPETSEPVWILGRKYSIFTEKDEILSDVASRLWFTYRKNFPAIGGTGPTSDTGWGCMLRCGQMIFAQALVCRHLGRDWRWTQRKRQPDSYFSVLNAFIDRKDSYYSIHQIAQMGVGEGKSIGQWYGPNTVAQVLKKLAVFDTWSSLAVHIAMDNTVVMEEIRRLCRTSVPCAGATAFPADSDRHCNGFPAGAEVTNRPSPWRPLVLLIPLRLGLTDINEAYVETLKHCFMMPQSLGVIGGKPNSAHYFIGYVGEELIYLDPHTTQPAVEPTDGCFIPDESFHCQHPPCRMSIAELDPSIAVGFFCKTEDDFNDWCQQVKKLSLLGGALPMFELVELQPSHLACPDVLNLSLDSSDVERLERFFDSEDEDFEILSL
MPTP block = inhibitors of mitochondrial permeability transition pore; isolated mouse mitochondria, Ca2+ swelling absorbance, 30 min; inhibition, % at 10 µM; 360,000 tested, 1.4% active; AID 602449;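 active = inhibition of 50% or more, scaled per plate between neutral and stimulator controls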;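 also: 0% = DMSO wells given calcium and 100% = 1 mM EGTA wells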
hIAP block = human IAP inhibition. 330,000 tested, 0.12% active. purified IAP, CDP-Star luminescence, 30 min. inhibition, % at 10 µM. P09923;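 active = inhibition reaching a set limit with compound at 10 µM in the primary screen, cut at about 35% in these data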;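 also: plate controls were DMSO wells with enzyme for no effect and no-enzyme buffer wells for full effect; values of inactives mirror those of a sister screen read the other way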
Target sequence (P09923 whole entry, looked up): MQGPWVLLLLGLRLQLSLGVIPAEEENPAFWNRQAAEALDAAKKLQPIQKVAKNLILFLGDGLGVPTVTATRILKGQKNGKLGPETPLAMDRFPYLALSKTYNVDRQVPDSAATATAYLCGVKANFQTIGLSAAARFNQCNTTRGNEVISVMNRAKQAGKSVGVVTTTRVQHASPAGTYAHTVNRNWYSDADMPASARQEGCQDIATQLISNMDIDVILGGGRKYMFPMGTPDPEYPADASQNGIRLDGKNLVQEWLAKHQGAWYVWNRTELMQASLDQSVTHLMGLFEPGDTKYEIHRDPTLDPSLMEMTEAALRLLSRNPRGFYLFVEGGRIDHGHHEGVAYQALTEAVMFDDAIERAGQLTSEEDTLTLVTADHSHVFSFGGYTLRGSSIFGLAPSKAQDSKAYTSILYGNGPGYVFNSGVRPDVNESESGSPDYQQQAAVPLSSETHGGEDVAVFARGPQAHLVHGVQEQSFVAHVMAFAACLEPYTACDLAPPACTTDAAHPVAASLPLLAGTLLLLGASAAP
hIAP act = increases human intestinal alkaline phosphatase activity; purified human IAP, CDP-Star luminescence, 30 min; hits give high values; 1 = vehicle-only enzyme, 0 = enzyme-free background; activation factor at 10 µM; 330,000 tested, 0.16% active;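 active = activation factor of the enzyme at least 2-fold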; also: the source names both 10 and 20 µM as test concentration; values of inactives mirror those of a sister screen read the other way
* = called active by the depositor; x = not tested or not shown.

SMILES | APOBEC3G inh | mIAP inh | APOBEC3A inh | beta cell repl | mIAP act | ATG4B inhibitor | MPTP block | hIAP block | hIAP act
O=C(Cc1c(Cl)cccc1Cl)OCC(=O)N1CCN(C(=O)c2ccco2)CC1 | -5 | 3 | -1 | 0 | 0.97 | -3 | -0.5 | 11 | 0.89
O=C(Nc1ccc(Br)c(Cl)c1)c1ccco1 | -4 | 1 | -3 | 2 | 0.99 | -9 | 1.1 | 4 | 0.96
CCOc1ccc(NC(=O)C(=O)N/N=C\c2ccc(CNS(=O)(=O)c3ccccc3)o2)cc1 | 2 | 6 | 4 | -5 | 0.94 | 23 | 1.7 | -43 | 1.4
CSCCC(NC(=O)c1ccco1)C(=O)NCC(c1ccccc1)N(C)C (stereo not given) | -7 | 8 | -6 | 1 | 0.92 | 3 | 0.7 | 16 | 0.84
CC(NC(=O)/C=C/c1ccco1)c1nc2ccccc2n1Cc1cccc(Cl)c1 (stereo not given) | -2 | -1 | 5 | -3 | 1 | 0 | -0.2 | 3 | 0.97
O=C(NCC(=O)N1CCOCC1)OCc1ccccc1 | -8 | 1 | -2 | 0 | 0.99 | 5 | -0.5 | 9 | 0.91
O=C(CSc1nnc(-c2cccnc2)s1)Nc1ccc(C(=O)O)cc1 | -6 | -6 | -5 | -2 | 1.1 | 31 | -0.5 | -15 | 1.1
CCOCc1c(C(=O)OCC(=O)NCc2ccc(F)cc2)oc2ccccc12 | -7 | 2 | -1 | -2 | 0.98 | -11 | -2.2 | 14 | 0.86
CCOc1ccc(CCNC(=O)c2nnc(CS(=O)(=O)c3ccccc3)o2)cc1OCC | -7 | 0 | -2 | 0 | 1 | -12 | 0.1 | -3 | 1
COc1ccc(S(=O)(=O)N2CCC(C(=O)NC3CC3)CC2)cc1C | 5 | 0 | -4 | -4 | 1 | 5 | -1.9 | 11 | 0.89
COc1ccc(-c2c(C)n([O-])c3c([n+]2=O)CCC3)cc1OC | -6 | -1 | -1 | 3 | 1 | -3 | -0.8 | 0 | 1
CC(C)[C@H](NC(=O)c1ccccc1F)C(=O)Nc1nc2c(s1)CCCC2 | 4 | -7 | 8 | -2 | 1.1 | -1 | 2.4 | 18 | 0.81
N#Cc1c(N)nc2c(c1-c1ccncc1)CCCCCC2 | 3 | -5 | 0 | 2 | 1.1 | -6 | 1.0 | -3 | 1
Cc1nc2c(cc1C(=O)N/N=C/c1ccc([N+](=O)[O-])cc1)c(=O)n(C)c(=O)n2C | -6 | 10 | 1 | 0 | 0.9 | -1 | -1.6 | -4 | 1
CN(C)CCN(Cc1ccco1)S(=O)(=O)c1ccc(-c2ccc(=O)[nH]n2)s1 | -5 | -3 | -3 | 0 | 1 | 0 | -0.5 | -21 | 1.2
Cc1cc(C)n(-c2c(C)[nH]c3ccccc23)n1 | -5 | 2 | -1 | -3 | 0.98 | -2 | -1.9 | -15 | 1.2
CCOCCCNC(=O)c1[nH]c(C)c(C(C)=O)c1C | 6 | 0 | 4 | 1 | 1 | 4 | 0.0 | -10 | 1.1
Cc1c(C(=O)N2CCCC2)oc2c1-c1nn(CC(=O)NCCCN3CCCCC3)cc1CC2 | -4 | -4 | -14 | 0 | 1 | 2 | -0.7 | -23 | 1.2
CC(C)C(c1nnnn1C1CCCC1)N1CCOCC1 (stereo not given) | -3 | -2 | 3 | 1 | 1 | -18 | -2.4 | 4 | 0.96
COc1ccc2oc(=N)c(-c3nnc4n3CCCCC4)cc2c1 | -2 | -1 | -1 | -1 | 1 | -3 | 0.6 | 7 | 0.93
C[C@H](NC(=O)[C@@H]1Cc2ccccc2CN1)C(=O)Nc1ccc2c(c1)OCCO2 | -3 | -3 | -2 | 0 | 1 | 0 | 0.1 | -14 | 1.1
COc1cc(OC)c2c(N)c(C#N)c(C(F)(F)C(F)(F)F)nc2c1 | 3 | 7 | 6 | 3 | 0.93 | -1 | 0.4 | 0 | 1
Cc1ccccc1NC(=O)Cc1nc(COC(=O)Cc2ccccc2F)cs1 | -5 | 1 | -1 | -2 | 0.99 | -37 | 0.6 | -17 | 1.2
CCOc1ccc(C(=O)OCn2nnc3ccccc3c2=O)cc1OC | -3 | 2 | 0 | 0 | 0.98 | 5 | -0.5 | 16 | 0.84
c1ccc(CCNc2nc3ccccc3s2)cc1 | 0 | -5 | 3 | -1 | 1.1 | 0 | 0.7 | 6 | 0.94
Cc1ccccc1OCCNc1cc(N2CC(C)NC(C)C2)ccc1[N+](=O)[O-] (stereo not given) | 5 | 17 | 1 | -7 | 0.83 | 6 | 9.1 | 20 | 0.8
CC1CN(Cc2ccccn2)CCC1=O (stereo not given) | -3 | -5 | 3 | -1 | 1 | -2 | 1.0 | 4 | 0.96
O=C(CCNC(=O)c1ccccc1Cl)NCc1ccco1 | -8 | -7 | 0 | 3 | 1.1 | 2 | -1.5 | -12 | 1.1
O=C(Nc1cccc(C(F)(F)F)c1)c1ccc(-n2cncn2)nc1 | -9 | 11 | -3 | -2 | 0.89 | 7 | 2.8 | 1 | 0.99
CCCCn1c(-c2ccoc2C)n[nH]c1=S | 36 | 10 | 0 | -2 | 0.9 | 8 | 3.9 | 4 | 0.96
COc1cc2c(cc1OC)CN(C(=O)CCNC(=O)c1ccc(Br)cc1)CC2 | -5 | -3 | 1 | 1 | 1 | 6 | 0.9 | 6 | 0.94
O=C(N[C@@H](Cc1ccccc1)C(=O)Nc1ccc(F)cc1)C1CCNCC1 | -6 | 8 | -5 | -2 | 0.92 | 15 | -2.3 | -7 | 1.1
CCc1cccc(NC(=S)N(CCOC)C2CCN(C(C)=O)CC2)c1 | -8 | -2 | -6 | -5 | 1 | -2 | 0.7 | 0 | 1
COc1ccc(OCc2nnc(SCC(N)=O)n2-c2ccccc2OC)cc1 | -8 | -4 | -2 | 3 | 1 | 9 | -1.4 | 3 | 0.97
CC1=C(C#N)C(c2cccnc2)C2=C(CC(c3ccc(Cl)cc3)CC2=O)N1 (stereo not given) | -9 | 3 | -3 | -2 | 0.97 | -3 | 1.1 | -5 | 1.1
CCOC(=O)N1CCN(C(=O)c2sc3nc(-c4ccc(F)cc4)cn3c2C)CC1 | -2 | 6 | -5 | 0 | 0.94 | -8 | 1.3 | 5 | 0.95
CCOCCCNCc1ccc(OCc2ccc(F)cc2)c(OC)c1 | 6 | -14 | 32 | -2 | 1.1 | 1 | 0.6 | -33 | 1.3
C=CCc1cc(C(=O)N2CCCCC2)ccc1O | -5 | 2 | 2 | 5 | 0.98 | 4 | 0.6 | 8 | 0.92
COc1ccc(C(=O)ON=C2CCN(C)CC2)cc1 | -9 | 15 | 0 | -1 | 0.85 | -2 | 0.3 | -15 | 1.2
O=C(Nc1c(-c2ccccc2)nc2ccc(Cl)cn12)c1cccs1 | -9 | 2 | 1 | 2 | 0.98 | -6 | -0.5 | 8 | 0.92
COc1cccc(C2CC(c3ccccc3Cl)n3nc(N)nc3N2)c1 (stereo not given) | -1 | -2 | 2 | 0 | 1 | -3 | -0.7 | -26 | 1.3
CC(C)(C)OC(=O)NCCc1nnc(SCC(=O)Nc2ccc(Br)cc2)o1 | -4 | -7 | 0 | -2 | 1.1 | -4 | 5.6 | -10 | 1.1
Cc1ccc(S(=O)(=O)NC(=O)NCCc2ccccc2)cc1 | -3 | -7 | -1 | 1 | 1.1 | -8 | 1.2 | 5 | 0.95
Cc1cc(N/N=C/c2ccc([N+](=O)[O-])o2)nc2ccccc12 | -5 | 10 | 9 | -6 | 0.9 | -28 | 5.2 | 9 | 0.91
CCN(CC)S(=O)(=O)c1ccc(N2CCOCC2)c(NS(=O)(=O)c2cccs2)c1 | -9 | -4 | -1 | -4 | 1 | -4 | -2.9 | 8 | 0.92
COC(=O)c1c(-c2c(Cl)cccc2Cl)noc1C(=O)NNC(=O)N(C)C | -7 | 10 | -3 | -4 | 0.9 | -1 | 3.7 | -8 | 1.1
COc1ccc(CN2c3c(Br)cccc3C(=O)CS2(=O)=O)cc1 | -1 | 5 | -2 | x | 0.95 | -5 | 0.8 | x | x
COc1cc(-c2nnc(SCC(=O)c3ccc(C)cc3)o2)cc(OC)c1OC | -5 | 19 | -7 | -4 | 0.81 | -4 | 1.4 | -7 | 1.1
COc1ccc(-c2nc(C#N)c(NCC3CCCO3)o2)cc1OC (stereo not given) | -7 | 5 | 4 | -2 | 0.95 | 4 | -1.9 | 24 | 0.76
CCCCCN1C(=O)/C(=C/c2c(N3CCc4ccccc4C3)nc3ccccn3c2=O)SC1=S | -17 | 27 | -17 | -6 | 0.73 | -2 | 2.4 | 22 | 0.78
Continuation:
SMILES | APOBEC3G inh | mIAP inh | APOBEC3A inh | beta cell repl | mIAP act | ATG4B inhibitor | MPTP block | hIAP block | hIAP act
CC(=O)Cn1ncc(N2CCOCC2)c(Cl)c1=O | -7 | 4 | -3 | 0 | 0.96 | 4 | 0.2 | 5 | 0.95
COc1ccc2c(c1)cc(C(=O)N[C@@H](Cc1ccccc1)C(=O)O)n2C | -6 | -2 | -5 | -4 | 1 | 2 | 1.0 | -34 | 1.3
COc1ccc(OC)c(C(=O)c2coc3ccc(OCC(=O)O)cc23)c1 | 1 | -2 | 1 | -1 | 1 | 0 | 0.0 | -2 | 1
Cc1[nH]n(-c2ccccc2)c(=O)c1C=Nc1ccc(S(N)(=O)=O)cc1 | -8 | 11 | -1 | -1 | 0.89 | -4 | -0.2 | -17 | 1.2
CC(C)N(Cc1ccccc1)C(=S)NCCN1CCOCC1 | -7 | -6 | -5 | -1 | 1.1 | -8 | -1.1 | 0 | 1
CCn1cc(C(=O)O)c(=O)c2cc(F)c(N3CCN(C(=S)Nc4ccccc4OC)CC3)cc21 | -2 | 7 | 1 | -3 | 0.93 | 7 | 5.9 | -8 | 1.1
O=[N+]([O-])c1cc(Cl)cc(/C=N\Nc2ccccn2)c1O | 2 | 9 | -5 | -4 | 0.91 | -1 | 5.1 | -27 | 1.3
Cc1cc(C(=O)Nc2ccc(Cl)cc2)c2ccccc2n1 | -2 | -1 | -2 | -3 | 1 | -3 | 1.2 | -21 | 1.2
CCn1cc([C@@H]2C[C@H]3CN(Cc4cccc(Cl)c4)C(=O)[C@]34CCCN24)cn1 | -6 | 6 | 0 | 0 | 0.94 | -8 | -3.0 | 8 | 0.92
CCC(NC(=O)Nc1nccs1)(C(F)(F)F)C(F)(F)F | -2 | -2 | -2 | -2 | 1 | -2 | 0.9 | -7 | 1.1
CCOc1ccc(NC(=O)CN(c2ccc(OC)c(OC)c2)S(=O)(=O)c2ccc(C)cc2)cc1 | -3 | -34 | -6 | -3 | 1.3 | -12 | 0.7 | -32 | 1.3
COc1ccc(OC)c(C(=O)NC(CC(N)=O)c2ccc(N3CCN(c4ccc(F)cc4)CC3)c([N+](=O)[O-])c2)c1 (stereo not given) | -6 | 3 | 0 | -3 | 0.97 | -6 | 0.1 | 10 | 0.9
CC1(NC(=O)NCc2ccco2)CCS(=O)(=O)C1 (stereo not given) | -6 | 0 | -5 | -3 | 0.99 | 3 | -0.1 | -5 | 1.1
